High-throughput results from PubChem.
D1 ag: activates the human D1 dopamine receptor. actives 1% (n = 360,000). AID 504660. activation, % at 2 µM. HEK293 T-REx D1 cells, calcium flux, agonist mode; in the data active means activation above about 30%; further: 0% is about no effect
Target sequence (P21728 whole entry, looked up): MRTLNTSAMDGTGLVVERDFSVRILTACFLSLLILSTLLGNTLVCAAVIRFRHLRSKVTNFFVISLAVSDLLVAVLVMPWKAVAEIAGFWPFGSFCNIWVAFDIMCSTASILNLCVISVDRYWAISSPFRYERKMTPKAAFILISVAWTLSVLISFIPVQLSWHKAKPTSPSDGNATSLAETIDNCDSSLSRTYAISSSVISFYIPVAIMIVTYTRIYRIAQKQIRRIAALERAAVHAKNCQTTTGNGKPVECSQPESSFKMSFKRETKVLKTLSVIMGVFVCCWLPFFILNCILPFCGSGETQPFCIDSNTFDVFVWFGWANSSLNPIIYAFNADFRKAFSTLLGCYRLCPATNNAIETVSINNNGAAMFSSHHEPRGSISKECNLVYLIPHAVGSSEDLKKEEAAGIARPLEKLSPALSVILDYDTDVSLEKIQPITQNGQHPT
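Inducible HEK293 T-REx D1 cells, force-coupled to calcium signalling, were plated at 4000 cells/well with tetracycline and held overnight at 30 C. After no-wash calcium dye loading, compound-evoked calcium rise over 180 s flagged agonists.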
Glioma ERSR ind: induces the endoplasmic reticulum stress response in human glioma cells; U87-MG GRP78 promoter luciferase reporter, 16 h; Potency, µM, without a hit: top-dose activation, hits mostly activators; actives 0.02% (n = 420,000); further: potency means the concentration at half of the fitted maximal effect; series mostly up to about 76 µM; % of control where 0% means no effect; nearly all actives have a fitted effect of over 35% in size
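Stably transfected U87-MG glioma cells carrying a GRP78-based luciferase sensor; 16 h compound incubation. Luminescence end-point read 10 min after Bright-Glo addition at room temperature.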
LDHA inh: LDHA (human) enzyme inhibition. P00338. purified LDHA, NADH/diaphorase-resazurin fluorescence; hits give low values. activity change, % (values are at about 110 or 230 µM). actives 0.15% (n = 480,000). AID 1347041; in the data active means activity change below about -30%; inconclusive means mostly about -25% to -30%;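 further: plate controls were DMSO wells for no effect and wells without enzyme for full effect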
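LDH5 2 nM; NADH 0.06 mM, pyruvate 0.2 mM; 200 mM Tris pH 7.4, EDTA, Tween-20; 5 min RT. Detection: diaphorase 0.133 mg/mL + resazurin 37 µM, fluorescence ex540/em590 at 0 and 20 min; normalized to enzyme-free and DMSO wells.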
D1 PAM: human D1 dopamine receptor positive modulation; P21728; HEK293 TREx D1 cells, calcium flux, dopamine EC20 potentiation; potentiation, % at 10 µM; actives 0.036% (n = 360,000); AID 504651; in the data active means potentiation above about 30%; further: 0% is about no effect
D2 potentiator: positive allosteric modulators of human D2 dopamine receptor; HEK293 T-REx D2, calcium flux, EC20 dopamine potentiation; potentiation, % at 10 µM; actives 0.34% (n = 340,000); AID 485347;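 active means potentiation over 3 SD above the plate norm, cut at about 30% in these data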; further: 0% is about no effect
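Cells plated with tetracycline inducer and held overnight at 30 C; calcium dye loaded 30–90 min at room temperature; baseline taken, compound added and read 180 s; EC20 dopamine then added and read 180 s.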
Vif-A3G inh: Vif-A3G binding inhibition | HeLa A3G-eYFP + Vif (tagged APOBEC3G with the HIV-1 protein that degrades it), YFP fluorescence, overnight | actives 0.076% (n = 410,000) | Potency, µM (highest dose often 46.1 µM), without a hit: at the top dose activity, negative = active, actives largely listed as inhibitors | Q9HC16;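 further: potency means the concentration at half of the fitted maximal effect; on the % scale 0 is the no-effect control and ±100 the full control effect; nearly all actives have a fitted effect of over 60% in size; hits raise eYFP signal because A3G escapes Vif-driven loss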
Target sequence (Q9HC16 whole entry, looked up): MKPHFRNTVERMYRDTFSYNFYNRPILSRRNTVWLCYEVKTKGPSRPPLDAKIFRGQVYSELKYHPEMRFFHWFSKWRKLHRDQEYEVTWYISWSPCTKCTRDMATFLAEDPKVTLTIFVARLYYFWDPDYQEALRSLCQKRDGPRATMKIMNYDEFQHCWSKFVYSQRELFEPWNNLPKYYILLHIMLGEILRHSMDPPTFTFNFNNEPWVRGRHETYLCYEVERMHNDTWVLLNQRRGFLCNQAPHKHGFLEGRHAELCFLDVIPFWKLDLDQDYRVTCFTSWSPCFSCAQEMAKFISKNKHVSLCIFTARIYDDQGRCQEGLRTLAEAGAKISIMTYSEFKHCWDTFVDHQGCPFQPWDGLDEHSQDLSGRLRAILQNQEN
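Read-out is eYFP fluorescence (Ex 488/Em 500-530) from Vif-expressing HeLa A3G-eYFP cells; more signal means A3G escaped Vif-mediated degradation. Cells plated overnight, compound pinned in, incubated overnight at 37 deg C.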
RXFP1 ag: agonists of human relaxin receptor RXFP1; Q9HBX9; HEK293T-RXFP1 cAMP TR-FRET, 30 min; response scale: percent of porcine relaxin response, buffer zero; Potency, µM (series often up to 57.5 µM), for inactives: at the top dose activation, hits mostly activators; actives 0.3% (n = 370,000); further: potency means the concentration at half of the fitted maximal effect; on the % scale 0 is the no-effect control and ±100 the full control effect; nearly all actives have a fitted effect of over 60% in size; many of its hits are not listed in these tables
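HEK293T cells stably expressing RXFP1 were pretreated with the PDE4 inhibitor Ro 20174, exposed to compounds for 30 min at 37C, lysed, and cAMP was read by TR-FRET. Data normalized to buffer (basal) and 29 nM porcine relaxin (100%).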
D1 antagonist: human D1 dopamine receptor antagonism. actives 3.2% (n = 360,000). HEK293 TREx D1 cells, calcium flux, dopamine EC80; hits give low values. AID 504652. activity change, negative = inhibition, % at 10 µM. P21728; in the data active means activity change below about -30%; further: on the % scale 0 is the no-effect control and ±100 the full control effect
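Using tetracycline-induced force-coupled D1 Hek293 cells and a calcium dye, signals were followed for 180 s after compound, then for 180 s after EC80 dopamine, to detect inhibitors.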
Vif-APOBEC3F blk: inhibitors of Vif-A3F interaction. AID 602313. actives 0.2% (n = 390,000). HeLa A3F-eYFP + Vif (tagged APOBEC3F with the HIV-1 protein that degrades it), YFP fluorescence increase. Potency, µM (top dose mostly 46.1 µM), for the others: at the highest dose activity, negative = active; further: potency means the concentration at half of the fitted maximal effect; % of control where 0% means no effect; nearly all actives have a fitted effect of over 65% in size
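Fluorescence increase (Ex 488/Em 500-530) after overnight compound treatment at 37 deg C flags inhibition of Vif-driven A3F-eYFP loss in stable HeLa A3F-eYFP/Vif cells seeded overnight beforehand.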
An asterisk follows results filed as active; ? = inconclusive; · = not tested or not shown. Unless noted, the call rests on the fitted dose curve; in most records, active means well fitted curve in the direction sought with a large enough effect; inconclusive means small, poorly fitted or top-dose-only effect, or another doubt; inactive means no such curve, though single readings can be large; an effect the other way counts as inactive or inconclusive.

item | SMILES | D1 ag | Glioma ERSR ind | LDHA inh | D1 PAM | D2 potentiator | Vif-A3G inh | RXFP1 ag | D1 antagonist | Vif-APOBEC3F blk
1 | COc1ccccc1-c1sc2cc3c(cc2c1-c1ccc(OCCN2CCOCC2)cc1)OCO3 | · | -1.5% | -0.1 | · | · | -1.1% | · | · | -0.1%
2 | CC(C)CCn1c(COc2ccccc2)nn(CCC#N)c1=S | 0.3 | -1.0% | -3.3 | 0.7 | 0.5 | -2.3% | 1.0% | -3.8 | 5.4%
3 | O=c1[nH]n(-c2cccc3cccnc23)c(=O)c2ccccc12 | 7.4 | -1.9% | 3.3 | -6.7 | 0.9 | 0.0% | 0.0% | -12.2 | -9.4%
4 | COc1cc(C(=O)N2CCc3ccccc32)ccc1OCc1c(C)noc1C | 1.7 | -2.5% | -3.8 | -8.3 | 9.2 | -3.5% | 1.1% | -22.7 | -1.3%
5 | Clc1ccccc1Cc1cn2cc(-c3ccccc3)nc2s1 | 14.0 | -4.8% | -16.5 | -4.0 | -4.5 | -6.1% | 6.8% | 2.5 | -7.8%
6 | O=C(O)c1ccc(NC(=O)C2CC=CCC2C(=O)O)cc1 (configuration not stated) | 0.5 | -2.5% | -7.5 | -11.2 | -8.8 | 0.0% | -1.3% | -17.6 | -1.2%
7 | CS(=O)(=O)N(CC(=O)NCC1CCCO1)c1ccc(Cl)c(Cl)c1 (configuration not stated) | 0.6 | -3.0% | -4.9 | 5.6 | -13.1 | 1.8% | 1.0% | 0.3 | 6.6%
8 | Cc1cc(N2CCOCC2)nc(SCC(=O)c2ccc(Cl)cc2)n1 | 3.7 | -10.9% | -6.6 | -7.0 | -2.7 | -5.7% | 0.8% | -3.3 | 2.3%
9 | O=C(c1ccc(Br)o1)N1CCc2ccccc21 | 2.5 | · | · | -5.7 | -0.8 | · | 0.7% | -2.3 | ·
10 | CCOc1ccccc1C(=O)N1CCN(CCc2ccccn2)CC1 | -1.6 | -3.3% | 1.5 | -0.4 | 2.8 | -0.3% | -1.7% | -10.4 | -12.6%
11 | CCOC(=O)/C=C/C(=O)N1CCN(C(=O)/C=C/C(=O)OCC)CC1 | 1.9 | -0.5% | 2.8 | 1.3 | 3.9 | -9.6% | -0.1% | 6.6 | ?
12 | Cc1nnc(SCC(=O)N2CCN(S(=O)(=O)c3ccc(Cl)cc3)CC2)[nH]c1=O | 1.8 | -4.6% | -0.8 | -4.0 | 3.9 | 0.9% | 2.2% | -4.6 | -3.8%
13 | CCCCN(CC)CCNC(=O)C1c2cc(OC)c(OC)cc2C(=O)N2CCc3ccccc3C12 (configuration not stated) | -0.1 | -1.1% | -3.1 | -4.6 | 5.9 | -0.6% | 0.1% | 4.0 | -1.1%
14 | COc1ccc(NC(=O)CCNC(=O)Cn2cnc3sc4c(c3c2=O)CCCC4)cc1OC | 0.5 | -4.6% | 2.4 | -3.0 | 11.3 | -1.6% | 5.2% | 6.2 | 0.9%
15 | C#CCN1CC(C)/C(=N/O)CC1C (configuration not stated) | 2.8 | -3.8% | -7.4 | -3.5 | 0.6 | 0.8% | -1.0% | 0.1 | 3.8%
16 | O=C(CSc1nc(=O)n(Cc2ccccn2)c2c1CCC2)Nc1ccccc1 | 2.5 | -4.8% | 0.2 | -5.5 | 15.8 | 4.4% | 1.8% | -12.5 | -4.6%
17 | CC(=O)N1CCN(c2ccc(NC(=O)c3ccc([N+](=O)[O-])cc3)cc2)CC1 | 8.5 | -1.4% | 0.1 | -0.2 | 8.4 | 2.3% | -1.9% | 8.3 | -6.1%
18 | O=C(Nc1ccc(OCc2cc(=O)n3ccccc3n2)cc1)c1ccccc1Cl | 1.1 | -2.0% | 0.0 | -1.1 | 12.9 | 6.1% | 0.4% | -19.5 | 2.0%
19 | COc1ccc(CNC(=O)CN2C(=O)NC(C)(c3ccc(Cl)cc3)C2=O)cc1 (configuration not stated) | 1.8 | -4.6% | -8.0 | 0.7 | -3.6 | -4.2% | 0.2% | -5.2 | -3.0%
20 | COc1ccc(CN2CCc3c([nH]c4ccccc34)C2)c(OC)c1C | 4.2 | -7.1% | -9.5 | -8.2 | -12.7 | -1.2% | -0.8% | 18.8 | -18.1%
21 | COc1ccc(C(=O)NCc2nc3ccccc3[nH]2)cc1OC | -0.9 | -3.4% | -4.9 | 6.8 | · | -4.4% | -2.0% | 11.9 | -4.9%
22 | Cc1nn(C)c2ncc(C(N)=O)c(Oc3cccnc3)c12 | 0.1 | 0.2% | -5.5 | -3.0 | -2.4 | -0.3% | 8.7% | 5.4 | 2.4%
23 | CCCCOc1ccc(C(=O)Nc2cccc(C)n2)cc1 | 5.9 | -2.8% | -0.7 | -4.4 | 3.3 | -0.2% | -2.1% | -7.6 | 4.4%
24 | Cc1cccc(NC(=O)COC(=O)C2COc3ccccc3O2)c1C (configuration not stated) | · | -1.4% | -3.3 | · | · | -0.2% | · | · | 0.9%

A draw from above in order of formula weight, smallest number first:
item | SMILES | D1 ag | Glioma ERSR ind | LDHA inh | D1 PAM | D2 potentiator | Vif-A3G inh | RXFP1 ag | D1 antagonist | Vif-APOBEC3F blk
15 | C#CCN1CC(C)/C(=N/O)CC1C (configuration not stated) | 2.8 | -3.8% | -7.4 | -3.5 | 0.6 | 0.8% | -1.0% | 0.1 | 3.8%
23 | CCCCOc1ccc(C(=O)Nc2cccc(C)n2)cc1 | 5.9 | -2.8% | -0.7 | -4.4 | 3.3 | -0.2% | -2.1% | -7.6 | 4.4%
20 | COc1ccc(CN2CCc3c([nH]c4ccccc34)C2)c(OC)c1C | 4.2 | -7.1% | -9.5 | -8.2 | -12.7 | -1.2% | -0.8% | 18.8 | -18.1%
24 | Cc1cccc(NC(=O)COC(=O)C2COc3ccccc3O2)c1C (configuration not stated) | · | -1.4% | -3.3 | · | · | -0.2% | · | · | 0.9%
4 | COc1cc(C(=O)N2CCc3ccccc32)ccc1OCc1c(C)noc1C | 1.7 | -2.5% | -3.8 | -8.3 | 9.2 | -3.5% | 1.1% | -22.7 | -1.3%
7 | CS(=O)(=O)N(CC(=O)NCC1CCCO1)c1ccc(Cl)c(Cl)c1 (configuration not stated) | 0.6 | -3.0% | -4.9 | 5.6 | -13.1 | 1.8% | 1.0% | 0.3 | 6.6%
12 | Cc1nnc(SCC(=O)N2CCN(S(=O)(=O)c3ccc(Cl)cc3)CC2)[nH]c1=O | 1.8 | -4.6% | -0.8 | -4.0 | 3.9 | 0.9% | 2.2% | -4.6 | -3.8%

An excerpt from above in order of the D1 PAM value, high to low.
#	Compound	D1 PAM
5	Clc1ccccc1Cc1cn2cc(-c3ccccc3)nc2s1	-4.0
3	O=c1[nH]n(-c2cccc3cccnc23)c(=O)c2ccccc12	-6.7
6	O=C(O)c1ccc(NC(=O)C2CC=CCC2C(=O)O)cc1 (configuration not stated)	-11.2

The list is partial; rates above refer to the full screens.
